TLR9-MyD88 block – inhibitors of TLR9-MyD88 association in cells, primary screen, cell-based, CHO, BLA complementation, fluorescence | CCF4 FRET ratio | AID 504734, 2011 | inhibition, % at 4.98 µM | actives 0.21% (n = 340,000) | Toll-like receptor 9 (Homo sapiens) + Myeloid differentiation primary response protein …;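 active means inhibition above the mean over all tested compounds plus 3 SD, cut at about 21% in these data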;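 further: 0% = DMSO only wells and 100% = clavulanate BLA inhibitor control wells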
H9c2 protect – cardioprotection against H2O2-induced cell death, primary screen, uHTS, H9c2 cells, ATPLite luminescence | AID 588492, 2011 | H9c2 cardiomyocytes, H2O2 injury protection, 2 h | protection from H2O2 cell death, % at 20 µM | actives 0.63% (n = 360,000);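 active means compounds giving at least 50% protection of heart cells from peroxide-induced death in the single-dose screen, raw or plate-pattern-corrected value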;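 further: 0% = DMSO wells with peroxide and 100% = DMSO wells without peroxide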
Glyco luc inh – increase of ERlucT glycosylation luciferase signal, primary screen, N-linked glycosylation inhibitor project, D54 ERlucT cells, luminescence, set 2; D54 ERlucT glycosylation luciferase reporter, 24 h; percent of 100 nM tunicamycin response; reporter increase, % at 12.5 µM; actives 0.23% (n = 360,000); AID 588692, 2011;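 active means mean luciferase reporter signal, scaled so untreated is 0 and the glycosylation-blocking control 100, at or above a set limit in every replicate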;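 further: luciferase carries N-glycosylation sites so blocking glycosylation raises the light; 0% = median of neutral control wells and 100% = median of 100 nM tunicamycin wells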
ABHD5 PLIN5 PPI – ABHD5-PLIN5 interaction inhibitors, primary screen, cell lysate, split luciferase complementation, luminescence; Perilipin-5 (Homo sapiens) + 1-acylglycerol-3-phosphate O-acyltransferase ABHD5 (Homo …; inhibition, % at 4 µM; Split G. princeps luciferase complementation, 4 h; actives 0.78% (n = 360,000);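 active means inhibition above the mean inhibition across every tested compound plus 3 SD, cut at about 22% in these data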;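 further: 0% = DMSO only wells and the 100% control is not disclosed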
ABCB6 inh MLPCN – ABCB6 transporter inhibitors, primary screen, K562-ABCB6 cells, flow cytometry, MLPCN library; ATP-binding cassette sub-family B member 6 (Homo sapiens), Q9NP58; K562-ABCB6 porphyrin accumulation, 1 h; hits give low values; fluorescence ratio to DMSO, % at 10 µM; actives 0.19% (n = 360,000);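 active means fluorescence ratio to DMSO below 75%, the collection mean minus 3 SD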;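 further: signal is porphyrin accumulated inside mitochondria; 100% equals median channel fluorescence of DMSO control wells; lower ratio means ABCB6 inhibition with less porphyrin fluorescence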
HTR2A ag – mouse Htr2a agonists via beta-arrestin recruitment, primary screen, cell-based, luminescence | 5-hydroxytryptamine receptor 2A (Mus musculus), P35363 | CHO-K1 mHTR2A beta-arrestin complementation; percent of 30 µM serotonin response | activation, % at 7.6 µM | actives 0.66% (n = 360,000) | AID 624169, 2012;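 active means activation above a run cutoff, the mean activation of all tested compounds plus 3 SD, cut at about 14% in these data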;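 further: 0% = plate median of compound wells and 100% = 30 µM serotonin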
SRC2 inh – inhibition of GAL4-SRC2 driven luciferase reporter, primary screen, SRC2 inhibitor project, cell-based, luminescence. Nuclear receptor coactivator 2 (Homo sapiens), Q15596. HEK293 GAL4-SRC2 luciferase reporter. inhibition, % at 9 µM. actives 0.17% (n = 370,000). AID 651957, 2012;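 active means inhibition above the mean inhibition of all tested compounds plus 3 SD, set per campaign, cut at about 52% in these data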;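 further: 0% = DMSO treated cells and 100% = cells given Gossypol at 36 µM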
Target sequence (Q15596 whole entry, looked up, the tested form may be a part): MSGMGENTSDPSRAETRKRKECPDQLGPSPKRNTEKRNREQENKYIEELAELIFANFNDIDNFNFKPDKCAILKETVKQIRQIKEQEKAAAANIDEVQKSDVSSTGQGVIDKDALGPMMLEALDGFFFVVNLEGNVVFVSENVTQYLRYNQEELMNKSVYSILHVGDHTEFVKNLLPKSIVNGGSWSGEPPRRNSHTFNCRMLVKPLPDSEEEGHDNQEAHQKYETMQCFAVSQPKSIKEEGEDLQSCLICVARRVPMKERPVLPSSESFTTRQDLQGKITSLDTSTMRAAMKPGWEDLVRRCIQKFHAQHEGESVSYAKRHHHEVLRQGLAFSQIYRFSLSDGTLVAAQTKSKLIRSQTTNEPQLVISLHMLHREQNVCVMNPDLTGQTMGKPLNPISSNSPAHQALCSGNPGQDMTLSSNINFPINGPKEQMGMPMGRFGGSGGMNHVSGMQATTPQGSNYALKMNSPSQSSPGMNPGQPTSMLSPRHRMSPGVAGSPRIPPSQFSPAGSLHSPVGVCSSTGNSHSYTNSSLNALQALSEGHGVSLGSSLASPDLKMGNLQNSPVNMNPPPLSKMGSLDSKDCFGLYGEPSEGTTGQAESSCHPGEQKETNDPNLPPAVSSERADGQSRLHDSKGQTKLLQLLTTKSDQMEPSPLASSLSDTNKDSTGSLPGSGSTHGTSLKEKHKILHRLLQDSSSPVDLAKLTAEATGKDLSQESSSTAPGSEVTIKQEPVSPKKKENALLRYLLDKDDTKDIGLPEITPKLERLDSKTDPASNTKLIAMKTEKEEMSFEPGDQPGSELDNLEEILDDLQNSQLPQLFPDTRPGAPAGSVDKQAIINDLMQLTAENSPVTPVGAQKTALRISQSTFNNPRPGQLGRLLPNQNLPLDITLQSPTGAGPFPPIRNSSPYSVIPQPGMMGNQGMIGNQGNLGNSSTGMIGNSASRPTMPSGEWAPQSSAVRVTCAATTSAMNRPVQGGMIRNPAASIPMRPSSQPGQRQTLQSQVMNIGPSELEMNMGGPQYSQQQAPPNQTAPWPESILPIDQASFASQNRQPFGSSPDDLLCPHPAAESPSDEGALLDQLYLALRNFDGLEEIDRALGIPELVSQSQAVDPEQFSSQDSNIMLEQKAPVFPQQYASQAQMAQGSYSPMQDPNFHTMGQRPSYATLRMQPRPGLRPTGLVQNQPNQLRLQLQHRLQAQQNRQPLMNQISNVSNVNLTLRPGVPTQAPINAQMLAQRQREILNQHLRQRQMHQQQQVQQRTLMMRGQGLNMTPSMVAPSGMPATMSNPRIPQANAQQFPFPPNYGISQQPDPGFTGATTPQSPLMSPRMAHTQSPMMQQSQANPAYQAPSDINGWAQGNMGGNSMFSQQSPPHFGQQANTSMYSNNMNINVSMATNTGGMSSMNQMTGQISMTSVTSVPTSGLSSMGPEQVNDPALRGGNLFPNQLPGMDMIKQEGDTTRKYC
MC4R antag cAMP – MC4R antagonists of cAMP signaling, primary screen, cell-based, TR-FRET, antagonist arm of biased-ligand search | Melanocortin receptor 4 (Homo sapiens), P32245 | MC4R-expressing cells, MTII-stimulated cAMP, LANCE TR-FRET | inhibition, % at 6.5 µM | actives 0.48% (n = 360,000) | AID 540295, 2011;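 active means inhibition above its plate's cutoff, the mean of tested wells on that plate plus 3 SD, cut at about 29% in these data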;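 further: 0% = Melanotan II alone and 100% = Melanotan II plus saturating MCL0020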
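Assay system: U2OS-MC4R stable cell line; Also added: Melanotan II; Technique: Eu-cAMP/anti-cAMP TR-FRET, emission 671 nm; Times: 30-min compound, 1-h challenge, 1-h detection, room temperature.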
NOD2-RIPK2 inh – NOD2-RIPK2 binding disruptors in cells, primary screen, fluorescence, CHO cells, BLA complementation | Receptor-interacting serine/threonine-protein kinase 2 (Homo sapiens), O43353 | CCF4 ratio | inhibition, % at 4.98 µM | actives 0.38% (n = 360,000) | AID 624267, 2012; in the data active means inhibition above about 21%;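 further: 0% = vehicle only and 100% = reference blocker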
MC4R barr agon – MC4R agonists recruiting beta-arrestin, primary screen, cell-based, luminescence, agonist arm of biased-ligand search; U2OS MC4R beta-arrestin complementation; percent of melanotan II response, DMSO zero; activation, % at 8.9 µM; actives 0.98% (n = 360,000);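 active means activation above a per-plate cutoff, the mean activation of sample wells on that plate plus 3 SD, cut at about 8% in these data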
An asterisk follows results filed as active; / = no result given.

SMILES	TLR9-MyD88 block	H9c2 protect	Glyco luc inh	ABHD5 PLIN5 PPI	ABCB6 inh MLPCN	HTR2A ag	SRC2 inh	MC4R antag cAMP	NOD2-RIPK2 inh	MC4R barr agon
CCCCn1c(SCC(=O)c2ccc3c(c2)OCCO3)nnc1-c1ccoc1C	-6	0	0	0	92	-2	-10	0	-5	-1.3
COc1ccc(N2CCN(C(=O)c3cc(C4CC4)nn3-c3ccccc3)CC2)cc1	-1	-2	0	-10	102	-7	16	4	1	-0.3
CC(C)(C)NC(=O)C(c1ccncc1)N(C(=O)CNC(=O)c1ccco1)c1ccc2c(c1)OCO2 (stereo not given)	2	-3	-1	2	92	2	12	5	-10	-2.7
O=c1oc2ccccc2c2c1nc(C(F)(F)F)n2-c1ccccc1	0	-10	1	6	101	0	21	8	0	-2.0
CN(Cc1nc(-c2ccc(Cl)cc2)no1)C(=O)c1ccc2c(c1)OCO2	1	-11	2	-2	100	-3	/	8	-12	-1.6
CCOC(=O)[C@H]1[C@H]2COc3ccc(OC)cc3[C@@H]2N2C(=O)CN(Cc3ccc(F)cc3)C(=O)[C@@]12C	0	13	-1	4	95	12	-8	6	2	-0.7
CC1CC2C3CCC4=CC(=O)CCC4(C)C3CCC2(C)C1(O)C(=O)CO (stereo not given)	-14	1	0	-10	99	3	9	2	5	-0.1
CN(CCC#N)C(=O)COC(=O)c1ccc2c(c1)C(=O)N(C1CCCCC1)C2=O	-17	-3	-1	-1	90	2	0	3	-22	-1.9
COCc1cc(NCc2ccc(Cl)cc2)nc(C)n1	-2	3	-1	1	93	3	7	0	0	-2.5
Cc1ccc(C(=O)NCc2ccco2)cc1S(=O)(=O)Nc1cccc(Cl)c1	-6	-2	-2	3	103	-5	26	9	6	-2.1
CCCCn1c(N)c(N(CCC(C)C)C(=O)COC(=O)Cc2ccc(Cl)cc2)c(=O)[nH]c1=O	-2	1	-2	-2	101	-4	-3	18	-12	0.0
COc1ccccc1NC(=O)c1ccc(C(=O)c2ccccc2)o1	-3	8	4	4	98	-8	4	5	7	0.1
Cc1ccc(CCc2nnc(SCC(=O)Nc3ccccc3Cl)n2-c2ccccc2)o1	-9	0	-6	4	100	-6	-38	10	-3	3.6
O=C(CCC(=O)Nc1ccccc1)N/N=C/c1ccc2c(c1)OCO2	-15	-6	1	-1	100	1	-6	4	-1	-3.1
OC(CNCc1ccccc1F)COc1cccc2ccccc12 (stereo not given)	1	-1	-1	-2	91	8	-23	0	-3	1.8
Cc1c(NC(=O)CCCCCN2C(=O)C3C4C=CC(C4)C3C2=O)c(=O)n(-c2ccccc2)n1C (stereo not given)	1	-12	-1	5	102	1	6	8	-10	-0.6
COc1ccc(-c2noc(N3CCC(C(=O)Nc4ccc(F)cc4)CC3)n2)cc1	2	-11	3	-4	93	3	0	4	-13	1.8
CC(C)(C)C(=O)N1CCn2c1nc1ccccc12	-3	1	2	-1	94	1	-17	1	-4	-2.9
O=C(Nc1cccc(Cl)c1)N1CCN(C2c3ccccc3-c3ccccc32)CC1	1	-3	-12	-1	101	-3	16	11	-2	4.2
COc1ccc(CCNC(=O)c2ccc(N3CCCC3=O)cc2)cc1	6	14	3	3	90	4	-4	8	2	-0.8

Among those listed so far, 5 contain an aryl methoxy group.
SMILES	TLR9-MyD88 block	H9c2 protect	Glyco luc inh	ABHD5 PLIN5 PPI	ABCB6 inh MLPCN	HTR2A ag	SRC2 inh	MC4R antag cAMP	NOD2-RIPK2 inh	MC4R barr agon
COc1ccc(N2CCN(C(=O)c3cc(C4CC4)nn3-c3ccccc3)CC2)cc1	-1	-2	0	-10	102	-7	16	4	1	-0.3
CCOC(=O)[C@H]1[C@H]2COc3ccc(OC)cc3[C@@H]2N2C(=O)CN(Cc3ccc(F)cc3)C(=O)[C@@]12C	0	13	-1	4	95	12	-8	6	2	-0.7
COc1ccccc1NC(=O)c1ccc(C(=O)c2ccccc2)o1	-3	8	4	4	98	-8	4	5	7	0.1
COc1ccc(-c2noc(N3CCC(C(=O)Nc4ccc(F)cc4)CC3)n2)cc1	2	-11	3	-4	93	3	0	4	-13	1.8
COc1ccc(CCNC(=O)c2ccc(N3CCCC3=O)cc2)cc1	6	14	3	3	90	4	-4	8	2	-0.8

Complete entries, looked up by structure. Values in the order: TLR9-MyD88 block	H9c2 protect	Glyco luc inh	ABHD5 PLIN5 PPI	ABCB6 inh MLPCN	HTR2A ag	SRC2 inh	MC4R antag cAMP	NOD2-RIPK2 inh	MC4R barr agon
`CC1CC2C3CCC4=CC(=O)CCC4(C)C3CCC2(C)C1(O)C(=O)CO` (stereo not given) reads -14	1	0	-10	99	3	9	2	5	-0.1
`Cc1ccc(C(=O)NCc2ccco2)cc1S(=O)(=O)Nc1cccc(Cl)c1` reads -6	-2	-2	3	103	-5	26	9	6	-2.1
`CC(C)(C)NC(=O)C(c1ccncc1)N(C(=O)CNC(=O)c1ccco1)c1ccc2c(c1)OCO2` (stereo not given) reads 2	-3	-1	2	92	2	12	5	-10	-2.7
`COc1ccccc1NC(=O)c1ccc(C(=O)c2ccccc2)o1` reads -3	8	4	4	98	-8	4	5	7	0.1
`CN(Cc1nc(-c2ccc(Cl)cc2)no1)C(=O)c1ccc2c(c1)OCO2` reads 1	-11	2	-2	100	-3	/	8	-12	-1.6

Other compounds:
SMILES	TLR9-MyD88 block	H9c2 protect	Glyco luc inh	ABHD5 PLIN5 PPI	ABCB6 inh MLPCN	HTR2A ag	SRC2 inh	MC4R antag cAMP	NOD2-RIPK2 inh	MC4R barr agon
Cc1ccc(S(=O)(=O)NC(=O)Nc2cc(C)ccc2F)cc1	-1	1	0	13	101	2	-28	-8	-10	3.6
CCc1ccc(NC(=O)Nc2cc(C(=O)NCC3CCCO3)ccc2N2CC3CC(C2)c2cccc(=O)n2C3)cc1 (stereo not given)	-5	-1	0	7	93	-3	-6	-2	-4	-0.9
COCCNC(=O)Cn1c(=O)n(Cc2ccc(C(=O)NCCc3ccc(OC)c(OC)c3)cc2)c(=O)c2ccccc21	-6	-2	0	-4	90	3	-8	-4	3	-1.8
O=C(NCc1ccco1)c1c(F)c(F)c(F)c(C(=O)NCc2ccco2)c1F	-18	-2	1	8	99	5	2	6	-8	-0.9
Cc1nn(-c2cccc(C(F)(F)F)c2)c(Cl)c1/C=N/n1cnnc1	6	-6	4	1	102	3	-15	-3	-4	-1.6
Cc1ccccc1-c1ccc(Nc2ccc(C(=O)N3CCOCC3)cc2)nn1	7	5	-4	0	95	2	-5	3	4	0.2
CC1CC(C)CN(S(=O)(=O)c2cc(C(=O)O)c(Cl)s2)C1 (stereo not given)	-1	-2	1	-5	93	-1	6	9	-4	-1.2
CCOC(=O)C1(CCCc2ccccc2)CCN(C(=O)COC)CC1	3	-2	1	0	88	-5	-1	10	-2	-1.9
CC1(C(=O)Nc2cccc(C#N)c2)CCN1C(=O)c1ccccc1CCc1ccccc1 (stereo not given)	/	1	-4	-6	96	-10	11	0	-5	-0.5
CSc1ccc(CN(C)CC(=O)NCc2ccccc2)cc1	-1	-1	-1	2	85	-4	11	-7	-2	4.2
CCOc1ccc(NC(=O)Cn2nnc(C(=O)NCc3ccco3)c2N)cc1	11	-9	-1	-1	99	0	-2	2	1	-1.2
COc1ccccc1Nc1ccc(C(=O)NC2CCCCC2)cn1	5	0	-1	4	104	-5	5	11	2	-0.8
COc1ccc(NC(=O)c2coc3ccccc23)cc1OC	-1	14	0	7	91	4	-58	0	-7	0.7
CCOC(=O)C1CCN(c2ccc(-c3cccs3)nn2)CC1	1	-17	0	5	97	7	-8	1	10	-1.5
CCOc1cc(C(=S)N2CCCCC2)ccc1OS(=O)(=O)c1ccc(Cl)cc1	3	-4	-5	-10	101	-7	-4	7	-6	-1.8
Cc1ccc(NC(=O)CC2COc3ccccc3O2)cc1 (stereo not given)	8	-8	-1	-5	91	-4	-41	1	-1	-1.4
CCC1CCCCN1CCCNC(=O)Cn1cnc2sc(C)c(S(=O)(=O)N3CC(C)CC(C)C3)c2c1=O (stereo not given)	9	0	7	2	96	0	/	20	-2	-2.2
CCCCNC(=O)C1(C)CCC(=O)N1CC(F)(F)F (stereo not given)	/	10	4	-1	104	1	1	/	-6	/
CCCc1nc(S(=O)(=O)Cc2ccc(Cl)cc2Cl)n[nH]1	-6	2	0	-5	103	-2	12	5	11	-2.4
O=C(COC(=O)c1ccc(=O)[nH]c1)Nc1cccc(S(=O)(=O)N2CCOCC2)c1	-4	-3	0	-6	104	-2	11	20	-2	2.6
O=C(CN1CCCC1)Nc1sc2c(c1C(=O)Nc1ccc(Br)cc1)CCC2	-2	-9	-8	-8	91	-2	-10	7	-6	-3.4
Cc1ccc(N/C=C(\C#N)S(=O)(=O)c2ccccc2)cc1	5	-7	-3	8	99	-1	0	3	1	-3.4
O=C(c1cccc(S(=O)(=O)Nc2cccc(C(F)(F)F)c2)c1)N1CCOCC1	1	-16	2	3	93	4	-7	0	-11	-1.5
O=C(c1ccco1)N1CCCC(N2CCN(c3ccccc3F)CC2)C1 (stereo not given)	-1	2	1	-5	95	-2	-15	-2	-11	-2.8
Cn1nccc1C(=O)N1CCN(c2ccc(F)cc2)CC1	-7	3	0	1	101	1	-1	-5	-6	-1.1
O=C(C[C@H]1C(=O)N(Cc2ccccc2)C[C@@H]1Cc1ccccc1)Nc1ccccc1	-11	8	-3	2	100	-4	-9	4	5	2.4
O=c1c2c3c(sc2nc2n1CCCS2)CCCC3	-1	-10	2	2	92	-4	-39	0	-2	-0.8
Cc1cc(N2CCOCC2)c2c(N)c(C)cc(C)c2n1	-7	2	-3	0	85	0	10	-12	-7	-0.7
O=C(O)c1cc(NC(=O)c2ccco2)cc(NC(=O)c2ccco2)c1	-13	-9	0	-4	98	0	-38	2	-6	1.1
COCCn1c(SCC(=O)Nc2ccc(NC(C)=O)cc2)nc2ccccc2c1=O	13	-6	1	-3	132	-2	-10	5	11	-2.0

High-throughput results: PubChem BioAssay, several laboratories

A portion of the library; count on the stated rates, not on these rows.
